Source: PubChem
Pyk2 oligo antag: antagonists of Pyk2 self-association, primary screen, Q293 cells, FERM NanoBiT luminescence, HTS | AID 1347419, 2020 | z-score (the deposit names both 25 µM and 10 µM) | stronger effect = lower value | Protein-tyrosine kinase 2-beta (Homo sapiens), Q14289 | hit rate 0.83% among 99,000;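 active = Z-score of -3 or lower, scaled per plate to the spread of control and sample wells; inactive = z-score above -3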;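 also: negative z-score means lost luminescence so less FERM oligomerization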
Target sequence (Q14289 whole entry, looked up): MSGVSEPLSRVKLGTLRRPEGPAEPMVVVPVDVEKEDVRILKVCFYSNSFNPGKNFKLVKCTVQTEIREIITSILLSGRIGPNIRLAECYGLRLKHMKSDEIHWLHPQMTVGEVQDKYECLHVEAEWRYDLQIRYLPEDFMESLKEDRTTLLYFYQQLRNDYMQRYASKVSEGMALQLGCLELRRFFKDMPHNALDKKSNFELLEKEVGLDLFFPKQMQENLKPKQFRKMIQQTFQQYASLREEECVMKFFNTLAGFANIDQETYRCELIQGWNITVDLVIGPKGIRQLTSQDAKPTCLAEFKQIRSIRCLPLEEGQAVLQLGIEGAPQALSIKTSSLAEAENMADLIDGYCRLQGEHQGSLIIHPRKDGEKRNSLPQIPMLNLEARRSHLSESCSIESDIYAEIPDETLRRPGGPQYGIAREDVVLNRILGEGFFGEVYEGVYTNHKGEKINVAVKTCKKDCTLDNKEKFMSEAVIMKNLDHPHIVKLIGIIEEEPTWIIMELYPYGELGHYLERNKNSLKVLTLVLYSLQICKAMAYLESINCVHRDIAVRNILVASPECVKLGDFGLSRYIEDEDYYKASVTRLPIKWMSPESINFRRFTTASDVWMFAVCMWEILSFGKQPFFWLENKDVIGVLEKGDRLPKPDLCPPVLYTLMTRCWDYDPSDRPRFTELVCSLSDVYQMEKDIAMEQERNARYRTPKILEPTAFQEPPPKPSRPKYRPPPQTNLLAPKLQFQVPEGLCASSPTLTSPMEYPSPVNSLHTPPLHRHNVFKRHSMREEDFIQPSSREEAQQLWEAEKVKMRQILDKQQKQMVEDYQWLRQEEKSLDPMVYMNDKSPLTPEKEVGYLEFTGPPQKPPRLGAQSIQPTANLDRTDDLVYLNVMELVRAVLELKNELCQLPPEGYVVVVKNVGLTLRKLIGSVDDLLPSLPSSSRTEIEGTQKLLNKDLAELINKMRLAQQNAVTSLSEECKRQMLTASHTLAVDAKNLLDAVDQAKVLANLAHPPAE
H69AR inhibit: proliferation blockers of H69AR lung cancer cells, primary screen, cell-based, human, 86K library; H69AR lung tumor viability, ATP luminescence, 72 h; stronger effect = lower value; viability, % at 10 µM; hit rate 6% among 85,000;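 active = viability at or below 40%; inactive = viability above 40%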;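 also: multidrug resistant small cell line overexpressing MRP-1 efflux transporter; 100% = mean luminescence of untreated control wells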
TNFa cytotox: cytotoxicity in TNFa-stimulated HUVEC, primary screen, cytotoxicity control for VCAM1 expression modulator project, imaging, Hoechst nuclei count. HUVEC TNFalpha-stimulated, Hoechst cell count. cell count reduction, % at 2 µM. hit rate 0.17% among 93,000;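 active = cell count reduction exceeding the screen mean by over 5 SD, scaled to untreated wells per plate, cut at about 78% in these data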;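 also: cells counted after 24 h of TNF alpha exposure following the 1 h pretreatment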
cytoskel mod: modifiers of F-actin cytoskeleton organization, primary screen, imaging, HUVEC, phalloidin staining, high-content imaging. HUVEC TNFa F-actin phalloidin imaging. inhibition, % at 2 µM. hit rate 0.18% among 91,000;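 active = inhibition above the batch mean plus 3 SD and confirmed as a hit by visual image inspection, cut at about 30% in these data, passing the limit was not always enough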; also: strong numbers were not always called active
HUVEC tox IL1B: cytotoxicity in IL-1B stimulated HUVEC, primary screen, cytotoxicity control for IL-1B NFkB translocation project, imaging, Hoechst nuclear count, IL-1B stimulus; hit rate 0.41% among 94,000; AID 845, 2007; HUVEC cell count loss; cell count reduction, % at 2 µM;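 active = cell count reduction more than 3 SD above the screen-wide mean, cut at about 70% in these data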;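 also: normalized per plate to untreated control cells as the no-loss baseline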
Lung fibro prol: antiproliferative effect on LL 47 fibroblasts – human, LL 47 cells, CellTiter-Glo luminescence, primary screen; LL 47 human lung fibroblast viability, ATP luminescence; stronger effect = lower value; viability, % at 10 µM; hit rate 1.1% among 85,000;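 active = viability at or below 50% in the single dose screen; inactive = viability above 50%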;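 also: compound exposure lasted 72 h before the ATP readout; 100% = median luminescence of untreated cell-only wells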
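Benchmarks: Cell-only wells, no compound | Test system: LL 47 human lung fibroblasts, passage 12 or lower | Input: 1,150 cells/well | Measured by: CellTiter-Glo luminescence measuring cellular ATP | Medium: IMEM, 15% FBS supplement | Schedule: Overnight attachment after seeding, then 72 h compound exposure at 37 °C | Doses: Compound addition at 0.1% DMSO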
VCAM1 TNFa inh: inhibitors of TNFa-induced VCAM1 expression, primary screen, imaging, HUVEC, TNFa stimulus, immunofluorescence. HUVEC TNFa-induced VCAM-1 immunofluorescence, high-content imaging. hit rate 0.48% among 95,000. inhibition, % at 2 µM;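 active = inhibition above the batch mean plus 3 SD, with images confirmed as a hit by eye, cut at about 37% in these data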;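 also: 0% = TNF-stimulated DMSO wells and 100% = unstimulated control wells; not every result past the cut was called active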
HUVEC prolif 384: inhibitors of HUVEC proliferation, primary screen, cell-based, 384-well. hit rate 1.1% among 86,000. CellTiter-Glo luminescence, 72 h; stronger effect = lower value. viability, % at 10 µM (by protocol);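 active = viability at or below 30%; inactive = viability above 30%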;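 also: 100% = median luminescence of DMSO-only cell control wells on each plate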
Smad3 inh: Smad3/FoxH1 peptide binding inhibitors, primary screen, biochemical, TR-FRET | Mothers against decapentaplegic homolog 3 (Homo sapiens), P84022 | TR-FRET Smad3/Dy647-FoxH1 peptide binding, europium anti-His | inhibition, % at 25 µM | hit rate 0.29% among 88,000 | AID 630, 2007;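 active = compounds that reduce the energy-transfer binding signal between the protein and its labelled peptide by more than half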;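 also: 0% = Smad3 plus labelled peptide maximal FRET and 100% = peptide-only background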
Active calls of the source: *; . = not tested or not shown; [ ] = another dose, or the depositor's remark. Not all compounds are listed; rates above refer to the full screens.

SMILES	Pyk2 oligo antag	H69AR inhibit	TNFa cytotox	cytoskel mod	HUVEC tox IL1B	Lung fibro prol	VCAM1 TNFa inh	HUVEC prolif 384	Smad3 inh
C=CCNC(=S)NNC(=O)c1cccn(Cc2ccc(Cl)cc2Cl)c1=O	0.16	.	-13	8	3	.	14	.	.
Cc1nc([N+](=O)[O-])c(N2CCN(Cc3ccccc3)CC2)n1Cc1ccccc1	-0.21	87	-17	6	0	101	16	108	12
CC(=O)Oc1ccc(/C=N/NC(=O)C2CCCN2S(=O)(=O)c2ccc(Cl)cc2)cc1 (stereo not drawn)	-1.1	.	-6	-11	-13	.	-5	.	.
CCOc1cc(C2C3=C(CCCC3=O)NC3=C2C(=O)CCC3)cc(Cl)c1O	-0.66	104	.	.	.	93	.	100	0
O=C(CCc1ccc(S(=O)(=O)N2CCCCC2)cc1)c1nnc(-c2ccccc2)o1	-0.74	85	.	.	.	95	.	90	-1
CCc1ccccc1NC(=O)c1ccoc1C	-0.54	89	-6	-19	13	94	32	95	-3
COc1ccc(C2C(C(=O)NCC3CCCO3)c3cc(OC)c(OC)cc3C(=O)N2C)cc1OC (stereo not drawn)	-1	105	.	.	.	103	.	109	-12
Cc1ccc(C)c(N2CCN(C(=O)CCS(=O)(=O)c3cccc4nonc34)CC2)c1	0.04	78	.	.	.	91	.	83	4
CC(=O)Nc1cccc(NC(=O)C2CCCN2C(=O)Nc2cccc(C)c2)c1 (stereo not drawn)	-0.07	100	-2	41	7	106	-6	92	6
COc1ccc(NC(=O)C2CCCN2S(=O)(=O)c2ccc3c(c2)CCC(=O)N3)c(OC)c1 (stereo not drawn)	.	89	-43	9	-16	102	-5	102	1
O=C(Nc1ccccc1)N1CCn2c1nc1ccccc12	-0.3	66	10	-2	-8	98	16	90	-4
COC(=O)c1ccc(NC(=O)CSc2nc3cccnc3n2C)cc1	0.92	67	3	-29	-22	98	3	90	6
Cn1c(=O)c2cnc(N3CCOCC3)nc2n(C)c1=O	.	85	.	.	.	107	.	100	6[fluorescence artefact?]
CN1C=CC2=C(C#N)C(N)C(C#N)(C#N)[C@H](c3ccccc3)[C@H]2C1 (stereo partly drawn)	0.78	77	-3	-2	-11	99	-7	92	2
COc1ccc(N2CS(=O)(=O)/C(=C/N(C)C)C2=O)cc1	0.68	.	4	-22	-7	.	2	.	.
O=C(COc1c(Br)cc(Br)c2cccnc12)N1CCc2ccccc2C1	1.7	53	1	.	-3	97	11	93	-6
CC1=C(C(=O)OCC2CCCO2)C(c2cccc(O)c2)NC(=O)N1 (stereo not drawn)	1.6	92	-22	-2	-15	101	-5	89	-4
CCn1c(-c2ccccc2Cl)nn(CC(=O)Nc2ccccc2OC)c1=S	0.2	.	10	-25	-73	.	2	.	.
COC(=O)COc1cccc(NC(=O)c2cccs2)c1	0.03	93	-9	-6	22	92	16	96	-10
Cc1cc(N2CCN(S(=O)(=O)c3ccccc3)CC2)c2ccccc2n1	-0.8	90	-34	14	-11	98	7	89	6
COC(=O)CCC(=O)NNC(=O)c1ccc(Br)cc1	1	.	4	2	-25	.	2	.	.
CC1(C)CN(c2ccccc2)N(Cc2ccc(F)cc2)C1=O	0.18	.	-5	-7	0	.	15	.	.
CCC(C)(C)n1nnnc1C(c1ccc(O)c(OC)c1)N1CCc2ccccc2C1 (stereo not drawn)	-0.51	34*	8	-15	6	87	6	94	-3
CCC(=O)N/C(=N/c1nc(C)cc(C)n1)Nc1cccc(OC)c1	-0.32	53	-31	2	-48	96	9	88	-9
CC1CCN(C(=O)CSc2nnc(CNc3ccc(F)cc3)n2Cc2ccco2)CC1	2.3	82	-6	-21	84*	92	10	94	3

Next section; it opens with the 7 that closed the last part.
SMILES	Pyk2 oligo antag	H69AR inhibit	TNFa cytotox	cytoskel mod	HUVEC tox IL1B	Lung fibro prol	VCAM1 TNFa inh	HUVEC prolif 384	Smad3 inh
COC(=O)COc1cccc(NC(=O)c2cccs2)c1	0.03	93	-9	-6	22	92	16	96	-10
Cc1cc(N2CCN(S(=O)(=O)c3ccccc3)CC2)c2ccccc2n1	-0.8	90	-34	14	-11	98	7	89	6
COC(=O)CCC(=O)NNC(=O)c1ccc(Br)cc1	1	.	4	2	-25	.	2	.	.
CC1(C)CN(c2ccccc2)N(Cc2ccc(F)cc2)C1=O	0.18	.	-5	-7	0	.	15	.	.
CCC(C)(C)n1nnnc1C(c1ccc(O)c(OC)c1)N1CCc2ccccc2C1 (stereo not drawn)	-0.51	34*	8	-15	6	87	6	94	-3
CCC(=O)N/C(=N/c1nc(C)cc(C)n1)Nc1cccc(OC)c1	-0.32	53	-31	2	-48	96	9	88	-9
CC1CCN(C(=O)CSc2nnc(CNc3ccc(F)cc3)n2Cc2ccco2)CC1	2.3	82	-6	-21	84*	92	10	94	3
Cc1ccc(C2c3c(oc4ccccc4c3=O)C(=O)N2c2nnc(C)s2)o1 (stereo not drawn)	.	.	7	-2	-2	.	11	.	.
CCn1nnc(NC(=O)c2ccccc2Br)n1	0.07	101	.	2	-24	97	-9	101	-5
O=C(CCS(=O)(=O)c1cccs1)Nc1ccc(C(=O)NCc2ccc(F)cc2)cc1	-0.53	96	-24	.	-19	106	-9	79	-8
O=c1c2cccnc2[nH]c(=S)n1CCC1=CCCCC1	-0.65	38*	25	-11	-3	77	4	74	-18
CC1=C(C(N)=O)C(c2ccccn2)n2nc(-c3ccccc3Cl)nc2N1 (stereo not drawn)	.	94	2	1	-6	101	0	94	3
Cc1cccc(C(C)C)c1-n1nnnc1-c1ccccc1	0.16	92	-65	21	-13	92	-1	104	1
N#CCCN1CCN(S(=O)(=O)c2ccc(S(=O)(=O)NC3CCCCC3)cc2)CC1	.	101	-4	4	-14	104	4	102	-6
C=CCn1c(-c2cc(OC)c(OC)c(OC)c2)n[nH]c1=S	0.14	76	-11	-2	13	102	3	99	-1
Cc1noc2ncnc(Oc3ccccc3)c12	1.8	.	-6	-16	-13	.	1	.	.
COc1ccc(Cl)cc1NC(=O)C(C)N1CCN(C/C=C/c2ccccc2)CC1 (stereo not drawn)	-0.05	40*	2	-5	0	89	12	67	27
COc1ccc(N2C(=O)CC(Nc3cccc(C(C)=O)c3)C2=O)cc1OC (stereo not drawn)	0.27	.	-21	-26	-7	.	-20	.	.
CC(=O)c1c(N2CCN(c3cccc(Cl)c3)CC2)nc(=S)n(-c2ccccc2)c1C	0.28	95	-31	-2	-9	93	-18	91	6
CC(C)OCCCn1c(-c2ccco2)nc2nc3ccccc3nc21	0.81	.	1	13	-6	.	-31	.	.
CCOC(=O)c1[nH]c2ccc(Br)cc2c1NC(=O)CNC	-1.6	78	-13	6	-10	95	17	90	13
C=C(C)c1ccc(C(C)(C)NC(=O)N(Cc2ccccc2)Cc2ccco2)cc1	-1.5	.	-14	-11	-11	.	12	.	.
Nn1cnnc1N/N=C/c1cc([N+](=O)[O-])c(Cl)cc1Cl	0.94	93	18	-6	-6	111	-15	107	9
Clc1ccc(C2C3=C(Nc4ncnn42)c2ccccc2CC3)cc1 (stereo not drawn)	.	13*	-63	.	-13	85	0	51	16
COCCn1c(C)cc(C(=O)CSc2nnc(-c3cccnc3)n2-c2ccccc2F)c1C	0.1	76	-2	11	-44	97	1	131	-2
Cc1ccc2c(c1)N(CC(=O)O)C(=O)CO2	-0.3	99	-17	-10	-16	106	1	101	4
COc1cc(NC(=O)CSc2nnnn2-c2ccccc2)cc(OC)c1OC	0.39	79	-8	8	-22	97	7	79	18[fluorescence artefact?]
O=C(O)c1ccc(OC2CSC2)cc1	1.5	94	-10	2	-39	99	0	96	-15
Cc1ccc(/C(O)=C2\C(=O)C(=O)N(c3cc(C)on3)C2c2cccc(Cl)c2)cc1 (stereo not drawn)	-2.3	102	-19	7	3	97	12	83	4[fluorescence artefact?]
N#CC1=C2SCN(Cc3ccco3)CN2C(=O)CC1c1cccc2ccccc12 (stereo not drawn)	-1.8	95	-8	.	-4	104	-13	69	2
CCOC(=O)COc1c(Br)cc(/C=C2\SC(=O)N(CC(=O)N3CCCC3)C2=O)cc1OC	1.6	.	-32	0	-14	.	-23	.	.
COc1ccc(CCNC(=O)C2CCN(Cc3nc(-c4ccc(Cl)cc4)oc3C)CC2)cc1OC	.	101	.	.	.	100	.	84	-3
More results
SMILES	Pyk2 oligo antag	H69AR inhibit	TNFa cytotox	cytoskel mod	HUVEC tox IL1B	Lung fibro prol	VCAM1 TNFa inh	HUVEC prolif 384	Smad3 inh
Cc1ccccc1-n1c(SCc2c(C)noc2C)nnc1-c1cccnc1	0.29	95	12	-7	-4	103	8	103	13
O=C(Nc1nc(-c2ccccc2)cs1)C1CCCCN1S(=O)(=O)c1ccccc1 (stereo not drawn)	-3.7*	57	32	-1	0	99	15	75	2
Nc1ncnc2c1ncn2[C@@H]1O[C@H](CO)[C@@H](O)[C@H]1O	.	91	.	.	.	97	.	110	5
Cc1ccccc1NC(=O)CN1CCC(n2nnc3ccccc32)CC1	0.19	97	9	4	-4	98	1	102	-2
CCCSC1=C(C#N)C(c2cccs2)C(C(=O)Nc2ccccc2)=C(C)N1 (stereo not drawn)	-1.2	75	.	2	-7	90	26	99	8
Cc1[nH]c2c(C)cccc2c1CCNC(=O)c1ccc2c(c1[N+](=O)[O-])C(=O)c1ccccc1C2=O	-1	.	-6	11	-14	.	-6	.	.
CCOC(=O)CNC(=O)CSc1nc2cccnc2n1CC	0.26	96	-14	13	-14	95	5	86	-10
O=C(CC1NCCNC1=O)OCc1ccccc1 (stereo not drawn)	0.57	97	-2	4	-43	100	-11	94	-2
O=C(CSC1=Nc2ccccc2C2=NC(c3ccccc3)C(=O)N12)NCC1CCCO1 (stereo not drawn)	-0.72	96	20	-20	19	103	-12	98	8
